Runt-CBFb FRET = blocks binding of human RUNX1 Runt domain to CBFb; Q01196+Q13951; Cerulean-Runt/Venus-CBFb FRET ratio 530/480, 1 h; inhibition, % at 20 µM; 220,000 tested, 0.46% active; AID 1496;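 active = inhibition over about 50% at 20 µM in the single-dose screen, limit read from the data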;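 also: 0% = DMSO wells and 100% = excess unlabeled CBFb competitor control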
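System: Cerulean-labeled Runt domain protein | Quantity: 100 nM of each labeled protein | Schedule: 1 h compound exposure, room temperature | Detection: Fluorescence energy transfer, 422 nm excitation, 530/480 nm emission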
TNF death inh = TNF-alpha cell death inhibition in Jurkat FADD-/- cells. Jurkat FADD-/- TNF necroptosis rescue, ATP luminescence, 24 h; 0 = TNF only, 100 = no-TNF cells. activation (protection from cell death), % at 10 µM. 220,000 tested, 0.068% active;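 active = activation, meaning protection from cell death, of at least 50% relative to plate controls; inactive = activation below 50%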;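 also: necroptosis triggered by 40 ng/mL TNF-alpha added together with compound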
RBBP9 inh = blocks human serine hydrolase RBBP9. recombinant RBBP9, FP-Rh probe fluorescence polarization. inhibition, % at 7.94 µM. 220,000 tested, 0.2% active;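 active = inhibition above the campaign mean of all tested compounds plus 3 SD, cut at about 14% in these data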;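 also: plate controls were DMSO wells with RBBP9 for no effect and wells lacking RBBP9 protein for full effect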
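Test system: recombinant human RBBP9. Quantity: 2.5 µM RBBP9 dispensing solution, before mixing. Detection: FP readout at 525/598 nm. Reagent: Serine-hydrolase probe FP-Rh, 375 nM pre-mixing. Measure: % inhibition. Control set: DMSO-treated enzyme wells and wells lacking RBBP9. Buffer or medium: Tris-NaCl-Pluronic buffer, pH 8.0. Times: preincubation 30 min plus labeling 45 min at 25 °C.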
EP2 mod = modulators of human EP2 prostaglandin E2 receptor; EP2-expressing cells, cAMP HTRF FRET, PGE2 co-stimulation; P43116; induction, % at 25 µM; 260,000 tested, 0.83% active;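 active = compounds whose cAMP rise, as percent of the full-agonist control response, exceeds 60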;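 also: rat C6 glioma line stably carrying human EP2 under a CMV promoter; the protocol text gives 20 µM as final concentration; 100% = response of wells given 1 µM PGE2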
PGE2 EP2 inh = blocks the human prostaglandin E2 receptor EP2; inhibition, % at 25 µM; P43116; C6 glioma cells expressing human EP2, cAMP TR-FRET; cells stimulated with saturating PGE2; 260,000 tested, 0.52% active;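 active = percent inhibition above 40 after rounding to a whole number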;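 also: rat C6 glioma host cells with rolipram phosphodiesterase inhibitor present; the protocol text gives 20 µM as final concentration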
zVAD death inh = L929 zVAD cell death inhibition; viability rescue, % at 10 µM; 220,000 tested, 0.38% active; L929 zVAD necroptosis rescue, ATP luminescence, 24 h; with zVAD 60 µM;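 active = activation, scaled between plate controls, above about 75%, limit read from the data; inactive = activation under that limit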;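 also: 0% = zVAD with DMSO and 100% = DMSO alone without zVAD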
Runt-SMMHC FRET = blocks binding of human RUNX1 Runt domain to CBFb-SMMHC | Q01196+Q13951 | Cerulean-Runt/Venus-CBFb-SMMHC FRET ratio 530/480, 1 h | inhibition, % at 20 µM | 220,000 tested, 0.74% active;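 active = mean inhibition across duplicate retests at 20 µM reaching about 50%, limit read from the data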;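 also: 0% = DMSO wells and 100% = wells with excess untagged CBFb-SMMHC; inhibitors lower the FRET ratio by blocking Runt binding to CBFb-SMMHC; some results filed as inactive read as strong as hits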
PERK inhibitor = inhibitors of human PERK kinase; Q9NZJ5; CHO PERK-DD fusion, SEAP luminescence translation reporter; inhibition, % at 5.6 µM; 220,000 tested, 0.17% active;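 active = inhibition above the mean inhibition of all tested compounds plus 3 SD, set separately per screening campaign, cut at about 2.9% in these data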;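 also: PERK kinase domain activated by AP20187 dimerizer at 100 nM; 0% = DMSO with dimerizer and 100% = rapamycin at 8.4 µM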
Target sequence (Q9NZJ5 whole entry, looked up, the tested form may be a part): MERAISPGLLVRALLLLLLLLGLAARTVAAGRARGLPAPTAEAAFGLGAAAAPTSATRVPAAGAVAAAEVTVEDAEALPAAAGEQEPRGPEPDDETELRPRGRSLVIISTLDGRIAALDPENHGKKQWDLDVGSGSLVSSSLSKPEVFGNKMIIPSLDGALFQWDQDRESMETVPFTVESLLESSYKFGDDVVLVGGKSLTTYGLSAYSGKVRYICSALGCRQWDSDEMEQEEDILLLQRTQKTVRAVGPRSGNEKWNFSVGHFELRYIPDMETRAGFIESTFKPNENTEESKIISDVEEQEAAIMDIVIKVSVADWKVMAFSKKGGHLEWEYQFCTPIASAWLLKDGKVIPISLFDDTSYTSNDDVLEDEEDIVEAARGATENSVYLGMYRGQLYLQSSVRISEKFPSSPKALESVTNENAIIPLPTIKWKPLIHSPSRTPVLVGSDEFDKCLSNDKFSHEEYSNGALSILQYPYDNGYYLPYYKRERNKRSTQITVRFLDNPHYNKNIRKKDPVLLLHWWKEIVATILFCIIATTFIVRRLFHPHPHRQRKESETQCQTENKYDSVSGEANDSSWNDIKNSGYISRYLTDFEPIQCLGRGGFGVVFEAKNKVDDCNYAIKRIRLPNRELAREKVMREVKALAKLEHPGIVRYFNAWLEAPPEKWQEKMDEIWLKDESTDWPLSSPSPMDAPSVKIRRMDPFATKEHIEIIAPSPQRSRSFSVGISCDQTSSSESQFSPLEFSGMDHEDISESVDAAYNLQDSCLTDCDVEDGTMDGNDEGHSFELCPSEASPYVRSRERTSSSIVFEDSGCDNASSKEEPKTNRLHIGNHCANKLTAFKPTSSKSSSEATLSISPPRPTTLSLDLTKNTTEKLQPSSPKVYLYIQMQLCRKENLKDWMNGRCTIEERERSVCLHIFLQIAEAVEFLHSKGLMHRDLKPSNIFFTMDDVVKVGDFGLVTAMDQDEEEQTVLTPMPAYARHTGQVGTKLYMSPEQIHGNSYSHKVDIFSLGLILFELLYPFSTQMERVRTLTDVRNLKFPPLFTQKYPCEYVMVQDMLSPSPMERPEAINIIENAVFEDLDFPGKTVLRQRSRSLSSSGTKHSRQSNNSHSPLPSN
Hck Nef HTS = inhibitors of human Hck kinase activated by Nef | P08631 | Recombinant Hck-YEEI plus Nef, Z-Lyte FRET kinase assay | inhibition, % at 20 µM | 220,000 tested, 0.68% active | AID 463187;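 active = Hck-Nef kinase inhibition above about 50%, limit read from the data; inactive = inhibition below that limit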;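 also: 0% = DMSO with Hck plus Nef and 100% = Hck alone without Nef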
An asterisk follows results filed as active; nt = no result given; & = joins results of further samples. Not all compounds are listed. The share of hits here may be higher or lower than overall.

SMILES	Runt-CBFb FRET	TNF death inh	RBBP9 inh	EP2 mod	PGE2 EP2 inh	zVAD death inh	Runt-SMMHC FRET	PERK inhibitor	Hck Nef HTS
Cc1cc(C)n(CC(=O)NN)n1	0	0.0	-6	20	3	0.7	-1	0.8	27
O=C(Nc1cnc2ccccn2c1=O)c1ccc(F)cc1	0	-1.2	-4	-7	9	0.1	0	0.2	2
COc1cc2c(C)nc3onc(-c4ccccc4)c3c2cc1OC	0	-0.4	0	16	15	-1.1	1	-1.2	3
O=C1CCCCC1C(Nc1ccc(Br)cc1)c1ccccc1 (stereo not given)	4	-5.4	2	24	nt	-0.2	-3	0.6	10
Cc1ccc(-n2c(C)cc(/C=N/NC(=O)CN(c3ccc(C)cc3C)S(C)(=O)=O)c2C)cc1	0	-4.0	0	11	7	-0.9	0	-1.0	7
COc1ccc2c(c1OC)C(=O)NC(C)=C(C(=O)OC(C)(C)C)C2O (stereo not given)	0	-5.0	-11	-7	4	0.5	0	0.8	-1
OCc1nc2ccccc2n1CC(O)COc1ccccc1 (stereo not given)	-3	-2.9	-6	13	10	0.2	0	1.2	0
O=C(Nc1cccc(C(F)(F)F)c1)Oc1ccc(Cl)c2cccnc12	0	-28	-21	-28	18	-0.4	-7	1.4	2
Cc1ncoc1C(=O)Nc1ccc2c(c1)OCCO2	-3	-3.1	-3	15	5	2.1	4	1.6	2
O=C(CCCCCN1C(=O)c2ccccc2C1=O)Nc1ccc(S(=O)(=O)N2CCCCC2)cc1	-1	-9.5	-10	7	4	0.9	3	-0.7	1
CN(/N=C\c1ccc(O)c(O)c1)c1nc(-c2ccccc2)cc(-c2ccccc2)n1	-2	-18	-3	67*	9	40	-1	1.6	2
COC(=O)c1cc(NCc2c(F)cccc2Cl)ccc1N1CCOCC1	16	-1.6	-4	19	7	0.4	7	0.6	1
COC(=O)c1ccccc1NC(=O)CCCn1nc([N+](=O)[O-])cc1C	2	0.8	-6	-19	5	0.3	-2	0.4	22
Cn1c(SCC(=O)N2CCCCC2)nc2cccnc21	0	-2.1	-3	38	10	0.1	0	0.2	2
O=C(/C=C/c1ccc(-c2ccc(F)cc2)o1)N1CCCC1	13	-1.4	-3	-4	8	0.2	-1	1.2	8
O=C(CSc1nnc(SCc2ccccc2)s1)N/N=C/C=C/c1ccco1	4	-5.6	4	11	5	1.4	-13	1.7	6
Cc1ccc(O)c(NC(=O)c2cc([N+](=O)[O-])ccc2Cl)c1	2	-4.2	2	1	12	16	-2	1.2	17
COc1ccc(C2=NOC(C(=O)O)C2)cc1 (stereo not given)	-1	-0.8	-13	9	10	-0.4	-2	0.0	0
Cc1cc(NC(=O)Cn2cc([N+](=O)[O-])cn2)no1	3	0.1	-3	11	5	16	-1	1.9	18
CCc1nc(SC)[nH]c(=O)c1C	-2	-2.0	-1	19	8	-0.1	-3	0.9	-1
CCCn1c2c(c(O)c(C(=O)Nc3ccc(OCC)cc3)c1=O)CCCC2	-3	3.3	-8	55&9	3	3.3	-41	0.5	3
CC1CCCN(C(=O)COc2ccc(Nc3ccccc3)cc2)C1 (stereo not given)	-1	1.3	-5	-31	6	2.4	-2	-0.6	11
Cc1nc(N2CCOCC2)nc(N2CCN(c3ccccc3)CC2)c1[N+](=O)[O-]	nt	-5.1	-3	26	14	-0.2	3	0.9	0
O=C(c1cccc(C(F)(F)F)c1)C1CCCN(Cc2cccn2-c2ccccn2)C1 (stereo not given)	1	1.3	-4	-57	5	-0.4	-3	-0.4	32
O=C(CCN1C(=O)/C(=C\c2cccs2)SC1=S)NC1=NCCS1	-1	1.7	-4	-13	1	2.2	0	0.3	2
The list goes on.
SMILES	Runt-CBFb FRET	TNF death inh	RBBP9 inh	EP2 mod	PGE2 EP2 inh	zVAD death inh	Runt-SMMHC FRET	PERK inhibitor	Hck Nef HTS
Cc1cccc(Nc2c(F)c(F)c(F)c(F)c2C(=O)O)c1	0	-0.2	-5	9	1	0.5	-5	1.5	3
O=C(Nc1cccc(-c2nc3ccccc3[nH]2)c1)c1ccco1	-1	-1.6	-8	-34	10	33	0	-1.6	0
O=C(Cn1nnc(-c2cccc(C(F)(F)F)c2)n1)N1CCCCCC1	-3	1.5	0	-26	nt	-0.3	2	-0.1	2
O=C(NCCCn1ccnc1)C(=O)NCC1OCCN1S(=O)(=O)c1ccc(F)cc1 (stereo not given)	0	-2.0	1	17	9	nt	2	1.6	-2
O=C(CNC1CCCC1)Nc1cc(Cl)ccc1[N+](=O)[O-]	0	2.1	-8	13	9	-0.3	1	-0.2	-9
CC12CN3CC(C)(CN(C1)C3c1cc(Br)ccc1O)C2=O (stereo not given)	0	-0.6	1	8	7	-0.2	1	0.4	1
COc1cc2c(cc1OC)CN(C(=O)c1ccc(OC)c([N+](=O)[O-])c1)CC2	0	2.6	1	11	11	0.8	1	-1.4	-5
CC(C)c1c(O)cc(-c2ccncc2)n(-c2ccc(Cl)cc2)c1=O	-2	1.8	-13	15	7	0.2	-1	-0.3	2
COc1ccc(C(=O)NCc2ccc(-c3nc4ccccc4s3)cc2)cc1OC	2	-1.3	-9	-45	2	-0.3	-2	-2.0	8
O=C(Nn1cnnc1)c1ccc([N+](=O)[O-])cc1	1	-0.2	-2	31	8	2.4	1	0.7	20
COc1ccc(NC(=S)NCc2cccs2)c(OC)c1	0	-5.0	-4	-97	6	-0.8	0	-0.2	1
O=C(OCC(=O)c1c[nH]c2ccccc12)c1cc(Br)ccc1O	-1	1.3	-5	-15	14	-0.4	-1	-0.1	13
COc1ccc(Nc2cc(C(=O)NCCCN3CCOCC3)c3ccccc3n2)cc1OC	1	-2.2	-11	-4	6	1.0	-3	-1.0	-3
Cc1ccc(NC(=S)N2CCC(C(N)=O)(N3CCCCC3)CC2)c(C)c1	-1	0.6	4	11	6	4.4	0	0.3	13
CC12CC3(C)CC(C)(C1)CC(C(=O)NCc1ccccn1)(C2)C3	-5	-0.1	-1	-21	3	-0.5	-2	0.4	-1
CCCc1cc(C(=O)NNC(=S)NCC2CCCO2)cs1 (stereo not given)	2	0.8	-7	22	5	-0.7	-1	0.4	0
CCOC(=O)N1CCN(C(=O)c2ccc(CS(=O)(=O)c3ccccc3OC)o2)CC1	0	-4.1	-5	5	7	-0.2	-4	-0.5	0
CCOc1ccc(-n2c(SCC(N)=O)nnc2-c2cccnc2)cc1	4	-0.8	0	-19	5	-0.4	-5	0.5	13
O=C(Nc1ccncc1)Nc1ccncc1	1	0.8	0	-35&-40	5&4	2.2	0	0.4	26
Cc1cccc(NC(=O)Nc2ccc(C)cc2Br)c1	0	2.6	-9	9	2	2.1	1	1.2	3
O=S(Cc1ccc(Cl)cc1)CC(O)COCc1ccc(Cl)cc1 (stereo not given)	0	0.4	-3	-10	13	-0.1	-1	0.6	3
Cn1c(=O)oc2cc(S(=O)(=O)NC3CCCc4ccccc43)ccc21 (stereo not given)	-2	-0.3	-1	-2	9	0.0	1	1.1	1
O=C(C[n+]1ccc2ccccc2c1)c1cccc2ccccc12	0	4.0	-7	-27	7	0.7	1	0.0	20
COc1cccc(C(=O)Nc2nc(SCc3ccc(Cl)cc3)n[nH]2)c1	0	0.0	-1	-47	15	-0.8	0	0.5	10
CN1CC(=O)NC1=NC(=O)C12CC3CC(CC(C3)C1)C2	1	1.0	-10	21	15	0.0	4	-0.7	0
(listing goes on)
SMILES	Runt-CBFb FRET	TNF death inh	RBBP9 inh	EP2 mod	PGE2 EP2 inh	zVAD death inh	Runt-SMMHC FRET	PERK inhibitor	Hck Nef HTS
CCOC(=O)N1CCC(NC(=O)Cn2cccc2C(=O)c2ccccc2C)CC1	-2	0.3	6	43	21	0.4	1	-0.8	1
CCO[C@H]1OC(C(=O)N2CCN(Cc3ccc4c(c3)OCO4)CC2)=C[C@@H](C)[C@@H]1CCCO	-1	1.1	-6	13	7	0.3	1	0.5	9
CCOC(=O)C1CCN(C(=O)c2sccc2Cl)CC1	-3	0.8	1	3	16	1.8	-4	0.9	0
c1ccc2c(Nc3nc(-c4ccncc4)nc4ccccc34)cccc2c1	1	2.8	-5	44	11	2.1	-3	0.7	25
CN1C/C(=C\c2ccc(N3CCOCC3)cc2)C(=O)/C(=C/c2ccc(N3CCOCC3)cc2)C1	-48	-5.4	-5	-12	12	-0.3	-118	-0.6	2
CSCc1c(C(=O)NC2CCCc3ccccc32)oc2ccccc12 (stereo not given)	1	-2.0	3	-6	2	0.2	-4	-0.6	9
COc1cc(NC(=O)C/C(C)=N/NC(=O)c2cccs2)c(OC)cc1Cl	2	-0.8	-4	-11	4	0.0	0	-0.4	26
CC(=O)C1=C(O)C(=O)N(CO)C1c1ccccc1F (stereo not given)	0	-0.1	-9	5	14	-0.8	4	-0.6	-14
CN(C)CCCNc1ncc(C(F)(F)F)cc1Cl	0	0.8	6	-22	4	7.3	3	1.4	-9
Cc1ccc(NC(=S)N2CCCN(Cc3ccc(F)cc3)C2)c(C)c1	-1	2.5	-9	-12	9	-0.5	1	-0.4	17
COc1ccc(C(=O)NCc2ccc3c(c2)OCO3)cc1S(=O)(=O)NCc1ccc(Cl)cc1	0	2.4	-9	-10	13	0.5	-2	-0.2	1
CCOC(=O)N/N=C1\CC(C)CC(C)(C)C1 (stereo not given)	-2	2.2	-4	17	4	2.5	2	0.5	1
CN1Cc2c(N)cccc2C(c2ccccc2)C1 (stereo not given)	-114	2.2	-10	14&-3&17	15&11&8	1.7	-187	-0.1	-3
CCOc1ccccc1CNc1ccc(N2CCOCC2)c(C(=O)O)c1	11	-5.5	-10	14	0	-0.2	1	0.1	-1
CCC(C)[C@H](NC(=O)NCc1ccc(S(N)(=O)=O)cc1)C(=O)OC (stereo not given in full)	nt	-0.8	-6	20	4	2.2	3	0.1	-7
CCCCNC(=O)[C@H](CSCc1ccccc1)N1Cc2ccccc2C1=O	-1	1.9	-2	23	16	0.3	1	-0.9	-2
Cc1cccc(NC(=S)NN(Cc2ccccc2)c2ccccc2)c1C	0	-0.1	-1	20	11	1.3	0	-0.9	-1
CCOC(=O)CSc1nnc(SCCN2C(=O)c3ccccc3C2=O)s1	2	0.5	-9	28	nt	0.0	0	0.9	-14
Cc1ccc(NS(=O)(=O)c2cccc(C(=O)O)c2)c(C)c1	0	1.7	4	-7	7	2.7	-7	1.4	-1

3 entries out of the list above, ordered by the value under EP2 mod, ascending.
smiles,Runt-CBFb FRET,RBBP9 inh,EP2 mod,Runt-SMMHC FRET,PERK inhibitor,Hck Nef HTS
COc1cccc(C(=O)Nc2nc(SCc3ccc(Cl)cc3)n[nH]2)c1,0,-1,-47,0,0.5,10
CC(=O)C1=C(O)C(=O)N(CO)C1c1ccccc1F (stereo not given),0,-9,5,4,-0.6,-14
Cc1cc(C)n(CC(=O)NN)n1,0,-6,20,-1,0.8,27

Screening data from PubChem BioAssay.
